High-throughput results from PubChem BioAssay.
Shn3 inh set2 – inhibitors of Schnurri-3 3'UTR reporter in osteoblasts | inhibition, % at 12.5 µM | Clone20 osteoblast Shn3 3'UTR firefly luciferase, 24 h | 360,000 compounds, 0.52% hits;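 active = mean inhibition of at least 75% with every replicate also reaching 75%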;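 note: 0% = median of neutral control wells and 100% = pilot-screen positive control compound; some compounds past the cut are filed as inactive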
TROY NFkB inh – TROY signaling inhibition. Q293 LMP1-TROYcd NF-kB luciferase reporter, 4 h. inhibition, % at 10 µM. 360,000 compounds, 0.98% hits;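 active = compounds whose plate-normalised and pattern-corrected inhibition of the luciferase reporter signal at the single screening dose is 50% or more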
HIF-2a block – HIF-2a inhibition; 786-0 RCC cells HIF-2a reporter, luciferase luminescence, overnight; inhibition, % at 18.8 µM; 360,000 compounds, 0.72% hits;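 active = inhibition of the luminescence signal of 40% or more relative to plate controls, in a single-dose primary screen at 18.75 µM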
KKLEB cytotox – reduces viability of KKLEB cystic fibrosis airway cells; activity change (cytotoxicity), % at 5 µM; 360,000 compounds, 0.36% hits; KKLEB CF airway cells viability, ATPlite luminescence, overnight; hits give low values; cells stimulated with P. aeruginosa culture filtrate;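 active = corrected activity change at or below -50% at 5 µM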
MITF TRPM1 inh – inhibitors of MITF-driven TRPM1 promoter in melanoma cells; SK-MEL-5 TRPM1 promoter luciferase, 24 h; inhibition, % at 12.5 µM; 330,000 compounds, 0.83% hits; AID 488899;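 active = mean inhibition across replicates of 60% or more, whatever share of single replicates reaches that level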; note: values of inactives mirror those of a sister screen read the other way
NR2E3 ag-1 – agonists of human nuclear receptor NR2E3; GST-NR2E3/biotin-RetCOR TR-FRET, 1536-well; inhibition of corepressor binding, % at 4.78 µM; 320,000 compounds, 0.12% hits; Q9Y5X4; AID 2300;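 active = percent inhibition above the cutoff of mean plus 3 SD of all tested compounds, set per screening campaign, cut at about 20% in these data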;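 note: 0% = DMSO wells and 100% = biotin wells as full block of FRET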
Target sequence (Q9Y5X4 whole entry, looked up): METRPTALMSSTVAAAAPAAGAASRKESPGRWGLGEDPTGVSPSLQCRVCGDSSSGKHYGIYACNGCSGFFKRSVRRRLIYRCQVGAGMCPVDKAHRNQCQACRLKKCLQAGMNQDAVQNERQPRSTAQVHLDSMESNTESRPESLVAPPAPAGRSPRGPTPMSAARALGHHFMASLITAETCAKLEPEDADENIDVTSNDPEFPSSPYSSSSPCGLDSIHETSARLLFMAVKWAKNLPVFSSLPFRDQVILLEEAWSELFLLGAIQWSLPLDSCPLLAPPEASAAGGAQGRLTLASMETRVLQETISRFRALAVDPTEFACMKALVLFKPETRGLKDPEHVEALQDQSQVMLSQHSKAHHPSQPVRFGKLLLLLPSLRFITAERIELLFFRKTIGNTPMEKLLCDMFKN
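Material: NR2E3–RetCOR corepressor complex / Amount: 1.35 nM GST-NR2E3 / Medium: Tris pH 7.5 / Compound: single nominal compound dose of 4.8 µM / Incubation: 5 h at 4 °C / Technique: TR-FRET, Eu(K)-anti-GST donor, streptavidin-D2 acceptor, ex 340, em 617/671 nm / Read-out basis: percent loss of FRET ratio relative to control wells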
TWEAK Fn14 block – inhibitors of TWEAK-Fn14 interaction signaling. TWEAK-stimulated Fn14 reporter cells, luciferase luminescence, 8 h. inhibition, % at 10 µM. 360,000 compounds, 2% hits. AID 1159606; in the data active = inhibition above about 50%
NR2E3 ag-2 – agonists of human NR2E3 nuclear receptor; Q9Y5X4; CHO-S Gal4-NCOR/VP16-NR2E3 two-hybrid, luciferase; inhibition of corepressor binding, % at 3.98 µM; 360,000 compounds, 0.35% hits; AID 602229;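 active = inhibition above the mean of all tested compounds plus 3 SD, cut at about 70% in these data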;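 note: 0% = DMSO with NR2E3 transfected cells and 100% = cells lacking NR2E3 construct; higher means lower luciferase signal from less NR2E3 corepressor binding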
Peg3 prom inh – Peg3 promoter activity inhibition; 360,000 compounds, 1.7% hits; inhibition, % at 20 µM; HeLa PEG-Prom luciferase reporter, luminescence, overnight;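 active = inhibition of at least 50% at 20 µM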
CF NFkB inh – blocks PAF-induced NF-kB reporter in cystic fibrosis cells; KKLEB NF-kB-GFP reporter, GFP fluorescence overnight; inhibition, % at 5 µM; 360,000 compounds, 0.86% hits; AID 588850;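 active = at least 50% inhibition at 5 µM, scaled per plate between neutral and stimulator controls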;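 note: PAF is a Pseudomonas aeruginosa culture filtrate used as stimulus; plate controls were PAF-stimulated DMSO wells for no effect and unstimulated DMSO wells for full effect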
C8 TRAIL sens – caspase-8 TRAIL sensitization. NB7+C8 cells + TRAIL, ATPlite viability luminescence. inhibition (viability loss, TRAIL sensitization), % at 10 µM. 360,000 compounds, 1% hits. AID 624354;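 active = compounds causing at least 50% loss of cell viability in the single-dose screen, relative to plate controls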
Numbers without * were called inactive; nt = not tested or not shown.

SMILES	Shn3 inh set2	TROY NFkB inh	HIF-2a block	KKLEB cytotox	MITF TRPM1 inh	NR2E3 ag-1	TWEAK Fn14 block	NR2E3 ag-2	Peg3 prom inh	CF NFkB inh	C8 TRAIL sens
COc1ccc(S(=O)(=O)N2C[C@H]3CON(C)[C@H]3C[C@H]2c2ccc(-c3cc4ccccc4o3)cc2)cc1	14	10	-3	-8	nt	nt	31	18	33	5	42
Cc1ccc(C2NC(=O)CCC2[N+](=O)[O-])cc1 (stereo unspecified)	6	-11	10	-4	8	-1	9	14	8	-3	23
Cn1c2cc(Br)sc2c2cnn(Cc3ccc(F)cc3F)c(=O)c21	-5	7	3	5	0	nt	10	4	9	-9	-7
Cc1cccc(N2CCN(C(=O)CNC(=O)Cc3ccccc3)CC2)c1C	19	34	-22	6	36	nt	18	12	-7	14	4
CCOc1ccc(NC(=S)N2CCC(N(C)CCN3CCOCC3)CC2)cc1	2	-1	5	-10	1	4	-5	-23	4	9	6
O=C(CSc1nc(=O)[nH]c2c1CCCC2)Nc1ccc(F)cc1F	9	11	-4	-3	2	2	7	-8	4	12	22
CCc1c(C)c2nncn2[nH]c1=O	4	4	11	-2	8	-1	1	-2	8	5	-8
O=C(c1cccc(S(=O)(=O)N2CCOCC2)c1)N1CCN(c2ccccc2)CC1	23	-9	15	-24	12	2	7	-18	3	24	-15
COc1ccc(-c2cn[nH]c2-c2ccc(OCc3ccc([N+](=O)[O-])cc3)cc2O)cc1OC	nt	50	19	-10	4	2	83*	3	36	36	12
CCC(NC(=O)CCc1c(C)c2cc3c(C)c(C)oc3cc2oc1=O)C(=O)N[C@@H](Cc1ccccc1)C(=O)O (stereo partly specified)	6	22	-8	-3	6	0	7	-10	3	-6	-11
Cc1cc(C)nc(SCC(=O)c2ccc([N+](=O)[O-])cc2)n1	4	5	6	2	-8	2	-5	-10	-4	-1	-7
Cn1c(N)c(C(=O)COC(=O)CNS(=O)(=O)c2ccc(Cl)c(Cl)c2)c(=O)n(C)c1=O	-8	7	17	8	9	-1	8	8	3	2	-5
N=C1CCCN1c1ccccc1O	15	-5	11	6	0	1	-4	-5	-1	-10	-17
O=C(NCCOc1nc(N2CCOCC2)nc(N2CCOCC2)n1)Nc1ccc(Cl)cc1	4	2	23	-17	11	1	-11	3	19	-2	-2
COc1ccc(C(=O)Nc2ccc3c(c2)OCCO3)cc1	3	27	-49	-6	14	1	50*	-153	-13	4	72*
C=CCn1c(=O)c2c(nc(-c3ccc(S(=O)(=O)O)cc3)n2C)n(C)c1=O	-11	-5	0	-7	-6	-1	-7	-41	0	5	-10
O=C(Cn1cnc2ccccc2c1=O)NC1CCS(=O)(=O)C1 (stereo unspecified)	2	-7	4	9	7	3	13	-7	5	-2	-5
Oc1ccccc1C=NN1CCCCCC1	-61	-52	-205	2	-62	nt	-33	-16	-213	15	0
CC1(C)CC(=O)C(N=Nc2ccc(OC(F)F)cc2)=C(O)C1	1	-74	-55	10	-22	1	-33	-6	-68	-13	2
COCc1cc(CN2CCCC(C(=O)Nc3cccc(-n4cnnn4)c3)C2)ccc1OC (stereo unspecified)	14	1	11	-2	4	0	-8	-6	13	-29	-7
Cc1ccc(NS(=O)(=O)c2ccc(C)c(C(=O)NCC(c3ccccc3)N(C)C)c2)cc1 (stereo unspecified)	-3	-3	-15	-16	-2	-5	-5	-32	-9	26	-3
CCOC(=O)Cc1csc(NC(=O)CSc2nnc(Cc3csc(N)n3)n2C)n1	6	7	0	2	6	-3	-1	-40	6	19	-16
CC1=C(C(=O)OCC(C)C)C(c2ccc(Br)s2)NC(=O)N1 (stereo unspecified)	17	-3	-2	-22	16	3	16	-24	16	-4	3
CC(C)CN=Cc1c(O)c([N+](=O)[O-])cc2oc3c(c12)CCCC3	-16	-15	11	20	4	-1	21	-4	30	20	-1
O=C(CCn1[nH]c(=O)c2ccccc2c1=O)NCCO	1	8	-11	10	10	-6	10	7	11	8	1

Record cards, as listed above. Screens in order: Shn3 inh set2, TROY NFkB inh, HIF-2a block, KKLEB cytotox, MITF TRPM1 inh, NR2E3 ag-1, TWEAK Fn14 block, NR2E3 ag-2, Peg3 prom inh, CF NFkB inh, C8 TRAIL sens
COCc1cc(CN2CCCC(C(=O)Nc3cccc(-n4cnnn4)c3)C2)ccc1OC (stereo unspecified) in the list: 14, 1, 11, -2, 4, 0, -8, -6, 13, -29, -7
CC(C)CN=Cc1c(O)c([N+](=O)[O-])cc2oc3c(c12)CCCC3 in the list: -16, -15, 11, 20, 4, -1, 21, -4, 30, 20, -1

TWEAK Fn14 block: what is marked active above
compound	Shn3 inh set2	HIF-2a block	MITF TRPM1 inh	NR2E3 ag-1	TWEAK Fn14 block	NR2E3 ag-2	Peg3 prom inh	CF NFkB inh
COc1ccc(-c2cn[nH]c2-c2ccc(OCc3ccc([N+](=O)[O-])cc3)cc2O)cc1OC	nt	19	4	2	83*	3	36	36
COc1ccc(C(=O)Nc2ccc3c(c2)OCCO3)cc1	3	-49	14	1	50*	-153	-13	4

Taken from above.
NR2E3 ag-1, O=C(Cn1cnc2ccccc2c1=O)NC1CCS(=O)(=O)C1 (stereo unspecified) stands at 3
NR2E3 ag-2, COc1ccc(S(=O)(=O)N2C[C@H]3CON(C)[C@H]3C[C@H]2c2ccc(-c3cc4ccccc4o3)cc2)cc1 stands at 18
CF NFkB inh, CCOc1ccc(NC(=S)N2CCC(N(C)CCN3CCOCC3)CC2)cc1 stands at 9
Peg3 prom inh, CC1=C(C(=O)OCC(C)C)C(c2ccc(Br)s2)NC(=O)N1 (stereo unspecified) stands at 16

Carrying on.
SMILES	Shn3 inh set2	TROY NFkB inh	HIF-2a block	KKLEB cytotox	MITF TRPM1 inh	NR2E3 ag-1	TWEAK Fn14 block	NR2E3 ag-2	Peg3 prom inh	CF NFkB inh	C8 TRAIL sens
CCOc1ccc(C2NC(=O)c3ccccc3O2)cc1OCC (stereo unspecified)	-2	-16	14	-4	-1	-2	-5	4	13	9	-18
COc1ccccc1C1CC(=O)NC(C)=C1C(=O)OCC(C)C (stereo unspecified)	8	22	7	-7	-2	-1	-7	23	6	8	-7
COc1ccc(-c2ccc(N(C)C)cc2)cc1[C@H]1[C@H]2C=CC[C@@H](C)[C@@H]2C(=O)N1Cc1ccccc1	27	-6	3	-7	2	-1	-3	-61	16	30	7
Cc1ccc(S(=O)(=O)N2CCCCC2)cc1C(=O)OCC(=O)N1c2ccccc2NC(=O)C1(C)C	11	6	9	8	-1	nt	30	-11	8	-9	7
O=C(NCCC1CCCCN1S(=O)(=O)c1ccccc1)C(=O)NCC1CCCO1 (stereo unspecified)	-12	-11	6	-1	7	4	5	-1	11	11	-2
Cc1c(CN(C)C)c2c(n1C)C(=O)c1ccc(Br)cc1-2	9	-8	12	-3	4	-5	-29	3	6	6	-2
Cc1cc(OCC(=O)Nc2ccc(CN3CCCCC3)cc2)ccc1Cl	9	0	11	-1	-6	1	-5	-5	-14	-4	-8
COc1ccccc1/C=C/C(=O)NCC(=O)N/N=C(\CCC(=O)O)c1ccccc1	9	19	9	-7	4	3	-5	15	-2	-5	-10
O=C(CNC(=O)C12CC3CC(CC(C3)C1)C2)Nc1ncccc1O	-8	5	-7	-20	-4	0	4	-5	3	10	-1
C=C(C)Cn1c(=O)c(NC(=O)c2ccccc2)c2n(c1=S)CCC2	13	3	16	2	5	1	11	-18	26	-2	-13
CCC1CCCCN1CCCNC(=O)CSc1nc2nc(C)c(Cc3ccccc3Cl)c(C)n2n1 (stereo unspecified)	10	-11	9	10	-5	-1	-2	8	-2	5	-15
COc1ccc(S(=O)(=O)NNC(=O)C2Cc3c(ccc4ccccc34)O2)cc1 (stereo unspecified)	61	30	13	2	6	1	29	27	11	5	5
O=C(OCC(=O)N1CCCCC1)c1ccc2ccccc2n1	-11	-32	10	8	4	nt	-17	-17	-10	-5	-25
Cc1nn(-c2ccccc2)c(C)c1/C=N/n1cnnc1	18	8	17	-17	8	-6	0	4	19	-3	0
CCCOc1ccc2ccccc2c1/C=C1\SC(=O)NC1=O	3	30	8	20	9	3	-9	26	6	-2	1
O=C(COC(=O)c1ccc2c(c1)OCCO2)NCCC1=CCCCC1	-4	37	-49	10	-4	1	96*	-12	-33	0	-7
O=C(CN1CCN(S(=O)(=O)c2ccc(Br)cc2)CC1)N/N=C/c1ccccc1C(=O)O	-16	0	1	-16	-1	-1	-6	0	4	19	-8
O=C(O)c1cccc(Nc2nc(C(F)(F)F)nc3ccccc23)c1	3	13	15	6	-6	-1	1	3	5	-8	2
O=C(CN1CCN(c2ccc(Cl)cc2)CC1)Nc1cccc(F)c1	10	9	4	-2	2	3	4	-16	12	-9	-17
CCOC(=O)C1=C(C)NC(SC)=NC1c1ccccc1 (stereo unspecified)	0	-6	12	1	-2	3	1	-16	-5	4	-1
COc1ccc(-c2nnc(SCc3cc(C)cc(C)c3)o2)cc1	-6	-9	-18	17	-8	2	5	0	-8	-8	3
CCC(=O)NC(=S)NNC(=O)COc1ccc(Br)cc1	-3	-6	-2	1	1	-1	2	-3	-6	-6	6
O=S1(=O)N[C@H](Cc2ccccc2)COc2cc(N3CCSCC3)ccc21	nt	-29	-36	nt	nt	nt	4	2	nt	nt	6
CCN1CCN(C(=S)Nc2cc(C(=O)OC)ccc2C(=O)OC)CC1	19	7	9	2	13	4	-13	-6	11	-6	4
Cc1ccc(S(=O)(=O)NCC(=O)N(CC(=O)NCC2CCCO2)Cc2ccccc2Cl)cc1 (stereo unspecified)	2	10	5	0	-5	-1	21	-13	-5	5	-9
CCC(=O)N1CCc2cc(S(=O)(=O)CCC(=O)NCCc3ccccc3)ccc21	6	8	21	12	-7	-1	-10	-8	7	-2	-13

The list is partial, so the mix of outcomes need not match the whole.
